POLK inh = DNA polymerase kappa (human) inhibition | Q9UBT6 | purified Pol kappa, fluorescent DNA synthesis assay, 10 min | Potency, µM (series often up to 107 µM), for the others: at the top dose activity, negative = inhibition, most hits filed as inhibitors | hit rate 0.53% among 400,000 | AID 588579; also: potency is read from the fitted curve at half-maximal effect; % is scaled to controls: 0 for no effect and ±100 for the full control effect
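Fluorescent qHTS in 1536-well format: enzyme (10 nM) and compound sat 15 min at room temperature before 50 nM substrate (final) was added. Signal taken at 0 and 10 min; no-enzyme buffer wells were negative controls.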
RGS4 inhibitor = human RGS4 inhibition | AID 504845 | Transcreener GDP fluorescence polarization, RGS4-accelerated GTP hydrolysis | Potency, µM (series often up to 114 µM), without a hit: at the highest dose activity change, negative = inhibition, usual class: inhibitors | hit rate 0.039% among 390,000 | P49798; also: potency is read from the fitted curve at half-maximal effect; % is scaled to controls: 0 for no effect and ±100 for the full control effect; nearly all actives have a fitted effect of over 75% in size; some results filed as inactive show a strong effect at the top dose
Target sequence (P49798 whole entry, looked up): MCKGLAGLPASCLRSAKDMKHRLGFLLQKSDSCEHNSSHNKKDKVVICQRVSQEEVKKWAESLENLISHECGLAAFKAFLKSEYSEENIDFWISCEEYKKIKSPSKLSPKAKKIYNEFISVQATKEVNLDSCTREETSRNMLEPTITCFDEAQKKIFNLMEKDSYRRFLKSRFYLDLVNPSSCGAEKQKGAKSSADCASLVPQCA
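MLSMR compounds (23 nl, pin-transferred) preincubated 10 min at room temperature with a 500nM (2x) first reagent, then RGS4 at 900nM (2x) plus Transcreener GDP mix added; fluorescence polarization (620/688 nm) read before and after 90 min at 30 °C.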
ALOX12 inh = ALOX12 (human) lipoxygenase inhibition; Potency, µM (top dose mostly 108 µM), for the others: at the top dose activity change, negative = inhibition, hits mostly inhibitors; hit rate 1.1% among 580,000; purified 12hLO, xylenol orange hydroperoxide absorbance; P18054; also: potency is read from the fitted curve at half-maximal effect; % is scaled to controls: 0 for no effect and ±100 for the full control effect
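Hydroperoxide product was detected by ferrous iron/xylenol orange as the 573 to 405 nm absorbance ratio. Arachidonic acid at 40 uM (final) was turned over for 30 min at room temperature by 150 nM human 12hLO, pH 7.0 Hepes buffer, after 15 min compound preincubation.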
Pol eta inh = DNA polymerase eta (human) inhibition; Q9Y253; recombinant Pol eta, fluorescent DNA replication assay; Potency, µM (doses to about 114 µM), without a hit: top-dose activity change, negative = inhibition, most hits filed as inhibitors; hit rate 1.2% among 390,000; AID 588591; also: potency is read from the fitted curve at half-maximal effect; % is scaled to controls: 0 for no effect and ±100 for the full control effect
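Pol eta at 10 nM preincubated with compounds 15 min at room temperature; reaction started with fluorescent substrate (50 nM final) and read kinetically at 0 and 10 min.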
ERG Ets-DNA blk = inhibitors of human ERG Ets domain-DNA interaction; fluorescence polarization, His-ERG Ets domain / labelled DNA; Potency, µM (top dose mostly 76.9 µM), without a hit: at the top dose FP activity, negative = inhibition, actives largely listed as inhibitors; hit rate 0.028% among 370,000; active = well fitted inhibition curve with a large enough effect in the polarisation, with a control signal flat; inconclusive = small, poorly fitted or top-dose-only effect, or effect the other way, or a change in a side signal; inactive = no such curve, though single readings can be large or run the other way; the % refers to the polarisation;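 also: polarization taken with two DNA probes labelled with fluorescein and Texas red; potency is read from the fitted curve at half-maximal effect; % of control where 0% means no effect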
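His-tagged ERG Ets domain (1 uM in the protein solution; 300mM KCl, 50mM Tris-HCl, 1mM EDTA, 1mM DTT, pH 7.5) received compound, then a probe mix of 5 nM fluorescein-DNA and 100nM Texas-615-DNA. Fluorescence polarization was read for both dyes.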
Anesthetic bind = candidate novel general anesthetic via apoferritin binding | P02791 | Potency, µM (highest dose often 77.5 µM), for inactives: top-dose activity change, negative = displacement, hits mostly inhibitors | hit rate 0.074% among 350,000 | AID 485281 | apoferritin/1-aminoanthracene competitive binding, fluorescence; also: potency is read from the fitted curve at half-maximal effect; % is scaled to controls: 0 for no effect and ±100 for the full control effect; nearly all actives have a fitted effect of over 20% in size
Target sequence (P02791 2-175 limits assumed): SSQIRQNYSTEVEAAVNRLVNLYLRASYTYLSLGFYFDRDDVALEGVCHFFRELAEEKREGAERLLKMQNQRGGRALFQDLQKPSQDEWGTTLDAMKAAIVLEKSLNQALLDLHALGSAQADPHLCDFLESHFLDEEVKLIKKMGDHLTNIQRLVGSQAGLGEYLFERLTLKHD
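Horse-spleen apoferritin (10 uM) was mixed with 50% saturated 1-aminoanthracene in PBS, exposed to compounds for 10 min at room temperature, and read for fluorescence (ex 380 nm, em 535 nm). Competitive displacement was fitted with a four-parameter Hill equation.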
LDHA block = inhibitors of human lactate dehydrogenase A; P00338; purified LDHA, NADH/diaphorase-resazurin fluorescence; hits give low values; activity change, % (values are at about 110 or 230 µM); hit rate 0.15% among 480,000; AID 1347041; in the data active = activity change below about -30%; inconclusive = mostly about -25% to -30%;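 also: plate controls were DMSO wells for no effect and wells without enzyme for full effect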
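Remaining NADH was detected by diaphorase (0.133 mg/mL) converting 37 µM resazurin to fluorescent resorufin, read at 0 and 20 minutes. The preceding 5-minute room-temperature reaction used 2 nM LDHA, 0.2 mM sodium pyruvate and 0.06 mM NADH at pH 7.4.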
APE1 inh = APE1 (human) endonuclease inhibition; P27695; recombinant APE1, TAMRA/BHQ-2 abasic DNA cleavage fluorescence; Potency, µM (highest dose often 65.8 µM), inactives show at the highest dose activity change, negative = inhibition, usual class: inhibitors; hit rate 0.35% among 350,000; AID 2517;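 also: potency is read from the fitted curve at half-maximal effect; plate controls were vehicle for no effect and reference inhibitor for full effect; nearly all actives have a fitted effect of over 55% in size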
Target sequence (P27695 whole entry, looked up): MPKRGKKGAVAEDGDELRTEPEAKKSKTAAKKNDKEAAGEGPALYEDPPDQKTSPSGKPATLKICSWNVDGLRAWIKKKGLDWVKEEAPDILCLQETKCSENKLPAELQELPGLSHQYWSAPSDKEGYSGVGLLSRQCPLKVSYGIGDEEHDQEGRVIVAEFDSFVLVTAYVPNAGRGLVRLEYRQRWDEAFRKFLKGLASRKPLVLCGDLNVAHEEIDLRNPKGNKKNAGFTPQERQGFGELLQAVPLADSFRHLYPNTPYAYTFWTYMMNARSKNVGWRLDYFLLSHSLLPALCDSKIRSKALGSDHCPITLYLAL
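Endonuclease cleavage of a quenched abasic-site DNA duplex (50 nM) by APE1 (0.75 nM) was tracked by TAMRA dequenching. Compounds were preincubated with enzyme 15 min at room temperature; data normalized to buffer-only and DMSO wells plus NSC13755 control.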
Pol beta inh = DNA polymerase beta (human) inhibition | P06746 | Pol beta primer extension/strand displacement, fluorescence kinetic | Potency, µM (titrated, usually from 114 µM), for the others: at the top dose activity change, negative = inhibition, actives largely listed as inhibitors | hit rate 1.3% among 340,000 | AID 485314; also: potency is read from the fitted curve at half-maximal effect; % is scaled to controls: 0 for no effect and ±100 for the full control effect
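Pol beta (10 nM) was preincubated with compound for 15 min at room temperature. The reaction was then started with 50 nM substrate and read immediately and after a further 10 min at room temperature.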
Active calls of the source: *; ? = inconclusive; · = no result given; & = joins results of further samples; [ ] = another dose, or the depositor's remark. Unless noted, calls follow the shape of the dose curve; as a rule, active = well fitted curve in the direction sought with a large enough effect; inconclusive = small, poorly fitted or top-dose-only effect, or another doubt; inactive = no such curve, though single readings can be large; an effect the other way counts as inactive or inconclusive.

SMILES	POLK inh	RGS4 inhibitor	ALOX12 inh	Pol eta inh	ERG Ets-DNA blk	Anesthetic bind	LDHA block	APE1 inh	Pol beta inh
CCOC(=O)Cn1nnnc1C(CC)N(Cc1cccs1)Cc1cc2cc(C)ccc2[nH]c1=O (centres undefined)	1%	6%	0%	-17%	10%	-8%	-8	-3%	20%
Cc1cccc(C)c1OCC(=O)N1CC2(C)CC1CC(C)(C)C2 (centres undefined)	-5%	14%	0%	-13%	2%	?	0	14%	29%
COc1ccc(-n2nnnc2SCC(=O)Nc2cc(OC)c([N+](=O)[O-])cc2C)cc1	2%	9%	0%	1%	-14%	-9%	-1	0%	38%
CCC(C)(C)NC(=O)CN(Cc1ccccc1)C(=O)CCC(=O)Nc1nccs1	-12%	24%	5%	3%	-4%	3%	-5	29%	28%
CCN(C[C@H]1N[C@@](C)(C(=O)OC)[C@H]2C(=O)N(Cc3ccccc3)C(=O)[C@@H]12)S(=O)(=O)c1ccccc1	1%	-20%	1%	-4%	15%	·	0	10%	·
Cc1[nH]n(-c2ccccc2)c(=O)c1N=Nc1ccc(F)cc1	3%	-13%	104%[activator]	-20%	-4%	0%	3	13%	-1%
Cc1nn(CC(=O)NCCc2ccc(Cl)cc2)c(=O)c2cc3cc(F)ccc3n12	0%	-23%	-12%	-20%	-6%	-6%	-1	·	1%
COc1ccc(OC)c(N2CC(O)=C(c3nc4ccccc4s3)C2=N)c1	-13%	-11%	-8%	-20%	-1%	5%	-1	-8%	9%
Cc1cccc(C)c1NC(=O)CCCSc1nnc(-c2ccco2)n1-c1ccccc1	-2%	-16%	17%	-17%	4%	-17%	-7	-1%	4%
CC1CCN=C(N)S1 (centres undefined)	-24%[60.1 µM]	?	16%	-4%[57.1 µM]	-2%	·	-3	4%	16%[57.1 µM]
Cc1ccc(C)c(S(=O)(=O)c2c[nH]c(=S)[nH]c2=O)c1	-8%	-9%	?	-6%	-16%	13%	-2	0%	25%
O=C(CNS(=O)(=O)c1c(F)cc(F)cc1Br)OCC(=O)N1CCCC1=O	-1%	-12%	-17%	-11%	14%	·	0	53%[activator]	·
CC(C)CC1(C(=O)NCCc2c[nH]c3ccccc23)C=CCN1C(=O)c1ccccc1 (centres undefined)	0%	-17%	-15%	0%	-7%	-17%&-9%	-3	-1%&-2%	-29%
CC(=O)OCCCN(C)CC/C=C1/c2ccccc2CSc2ccccc21	-1%	-36%	34%[activator]	-8%	2%	·	-3	·	·
CCc1cccc(C)c1NC(=O)CN(C)Cc1ccccc1F	-28%	11%	-12%	-14%	0%	2%	2	1%	34%
Nc1nnc(SCC(=O)NNC(=O)c2ccc([N+](=O)[O-])cc2)s1	-8%	10%	352%[activator]	1%	-7%	·	1	29%	·
CC(C(=O)Nc1ccccc1Br)N1c2cccc3cccc(c23)S1(=O)=O (centres undefined)	-17%	-10%	43%[activator]	-21%	-4%	-3%	-1	-13%	0%
CC1CCCCN1Cc1c(O)ccc2c(=O)c(-c3ccccc3)coc12 (centres undefined)	-6%&-6%	3%&-4%	1%&-7%	-2%&-7%	-13%&-13%	49%&79%[activator]	-2&-8	-16%	20%&-1%
C/C(N)=C(/C#N)C(=O)COC(=O)CCSc1ccccc1	-10%&-11%	-33%	-30%&0%	?	-19%&-15%	-18%	1&-1	-4%	13%
O=C(CCCc1ccccc1)Nc1ccnn1C1CCN(Cc2ccccn2)CC1	0%	-26%	?	-14%	6%	-4%	2	28%	10%
O=C(NC1CCCCC1)NC1CCN(CC(=O)N2CCOCC2)CC1	-22%	45%	0%	6%	-2%	-7%	-3	2%	-2%
NC(=O)c1ccsc1NC(=O)CN1C(=O)C2CC=CCC2C1=O (centres undefined)	-8%	-8%	-22%	5%	-2%	-19%	-7	-6%	35%
Cc1cc(Nc2cccc(Cl)c2)nc2ccc(NC(=O)c3ccc(F)cc3Cl)cc12	-6%	-6%	0%	-17%	-1%	220%[activator]	-6	·	3%
O=C(CCc1nnc(CCc2ccccc2)o1)N1CCCC1c1nccs1 (centres undefined)	12%	18%	-3%	2%	-8%	-9%	-3	7%	4%
CCC(C)NC(=O)CSc1nc2ccsc2c(=O)n1-c1ccc(OC)cc1 (centres undefined)	-14%	23%	0%	-20%	3%	-9%	-5	-6%	13%
CCC(=O)N(CCO)Cc1cc2ccc(C)c(C)c2[nH]c1=O	0%	-24%	167%[activator]	-1%	-3%	-8%	-6	-5%	-16%
N#Cc1cnc(SCC(=O)Nc2ccccc2C(F)(F)F)nc1N	-15%	6%	12%	-10%	-3%	-5%	-10	1%	1%
Cc1ccc(C)c(S(=O)(=O)N(C)c2ccc(OC(=O)C3CCN(C(=O)Nc4ccccc4)CC3)cc2)c1	-6%	17%	?	-20%	-8%	·	1	·	·
O=C(COC(=O)c1cc(-c2ccc(F)cc2)nc2ccccc12)NCC1CCCO1 (centres undefined)	-5%[60.1 µM]	-6%	-11%	-14%	-6%	-23%	-2	6%	-10%
Cc1ccc(C(=O)N[C@H](C(=O)N2CCN(c3ccccc3F)CC2)C(C)C)cc1	7%	-18%	13%	-17%	-8%	4%	1	79%[activator]	-1%
COC(=O)CCCCC(=O)OC	0%	21%	0%	-7%	7%	·	-11	44%&1%[activator]	·
O=C(NCc1ccc(OC(F)(F)F)cc1)c1cc(-c2ccccc2)nn1CC1CC(c2cccnc2)=NO1 (centres undefined)	-19%	16%	-12%	-16%	6%	·	0	·	·
COc1ccc(CNC(C)C(=O)Nc2ccc3ccccc3c2)cc1OC (centres undefined)	-18%	2%	4%	-4%	10%	-4%	-1	9%	-19%
Cc1nnc(SCc2cc([N+](=O)[O-])cc3c2OCOC3)[nH]c1=O	-15%	4%	17%	-8%	-11%	-13%	0	15%	-1%
CCOC(=O)c1nnn(C(CC)C(=O)Nc2ccc(F)cc2)c1C(=O)OCC (centres undefined)	8%	19%	-14%	4%	3%	-9%	5	·	0%
CSc1nsc(SCC(=O)Nc2cccc(C(C)=O)c2)n1	5%	-14%	?	-7%	-6%	-18%	1	-3%	-1%
c1coc(CNc2nc3nonc3nc2NCc2ccco2)c1	-9%&3%	3%[56.9 µM]	-18%	?	4%	29%	0&1	-6%	-23%
CC(C)n1cc(/C=N\NC(=O)c2cc3c(ccc4ccccc43)o2)c2ccccc21	3%	-8%	0%	-14%	-4%	-13%	-11	-1%	14%
COCCn1c(SCC(=O)NC(=O)NC2CCCC2)nc2ccccc2c1=O	21%	-18%	161%[activator]	-9%	8%	·	0	3%	·
N#C/C(=C/c1ccc(-c2cc([N+](=O)[O-])ccc2Cl)o1)C(N)=O	-5%	-22%	-13%	-14%	2%	-1%	0	0%	?
CCOC(=O)c1cc(NC(=O)N2CCOCC2)c(C)nc1C	-3%	-8%[11.4 µM]	0%	-11%	0%	-3%	-4	-1%	1%
CCOc1ccc(-c2nonc2NC(=O)c2oc3ccc(C)cc3c2C)cc1OCC	3%	3%	3%	-2%	0%	-14%	-6	·	13%
Cc1ccc(-c2nnc(SCC#N)n2N)cc1	4%	-51%	0%	-19%	2%	1%	-5	2%	3%
Cc1ccc(C(=O)CC(Nc2ccc(F)cc2)c2ccccc2)cc1 (centres undefined)	-13%	-2%	11%	-15%	-1%	-9%	-1	-7%	2%
Cc1ccc(NC(=O)/C(=C\c2cccnc2)NC(=O)c2ccccc2)cc1	-15%	-4%	2%	-5%	-3%	-5%	-6	-7%	3%
CCOc1cc(C(=O)Nc2cc3c(cc2N2CCCC2)n(C)c(=O)n3C)cc(OCC)c1OCC	-5%	-9%	-12%	-1%	4%	30%	7	-25%	2%
COC(=O)c1cc(-c2c[nH]c3ccccc23)n[nH]1	-7%	3%	0%	-4%	-5%	-3%	-9	10%	21%
CN(C)C(=O)c1ccc(NC(=O)c2ccccc2Sc2ccccc2C#N)cc1	2%	-2%	-11%	-12%	-3%	-1%	-3	-7%	5%
O=C(O)CCc1ccc(-c2ccc(Br)cc2)n1CC(=O)O	-23%	-8%	?	?	1%	12%	-3	-9%	35µM*
Cc1c(C(=O)Nc2ccc(Cl)cc2)c2ccccn2c1CCc1ccncc1	-7%	-3%[11.4 µM]	?	-2%	8%	-6%	-7	0%	-7%
(next part)
SMILES	POLK inh	RGS4 inhibitor	ALOX12 inh	Pol eta inh	ERG Ets-DNA blk	Anesthetic bind	LDHA block	APE1 inh	Pol beta inh
O=C(Nc1ccccc1C(=O)Nc1ccncc1)c1cccc([N+](=O)[O-])c1	-9%	-21%	-5%	-15%	-5%	?	-8	39%	-41%
CCC(C(=O)N1CCN(c2ccccn2)CC1)n1nc(C)n2c(cc3occc32)c1=O (centres undefined)	-13%	24%	-6%	1%	8%	-15%	1	-4%	-11%
CCOC(=O)N1CCN(C(=O)C(CC)n2nc(C)c3sc4ccccc4c3c2=O)CC1 (centres undefined)	-3%	-22%	153%[activator]	-17%	5%	-4%	-6	6%	18%
CCCNS(=O)(=O)c1ccc(CCC(=O)NCc2cccnc2)cc1	-6%	6%	0%	-4%	1%	-12%	-19	-3%	2%
O=Cc1c(NCc2ccccc2F)c2ccccc2[nH]c1=O	-26%	13%	-3%	-19%	2%	-13%	-3	-3%	31%

Source: PubChem

This is a subset; the hit share may differ from the screen's.
